Source: PubChem BioAssay
RAD52 inh: RAD52 DNA annealing inhibitors, primary screen, biochemical, FRET, single point, set 2; inhibition, % at 18.7 µM; actives 0.46% (n = 360,000); recombinant RAD52 DNA annealing, FRET fluorescence; DNA repair protein RAD52 homolog (Homo sapiens), P43351;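 active means every replicate showing at least 50% inhibition; inconclusive means mean inhibition at least 50% but not in every replicate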
PglD inh: C. jejuni PglD acetyltransferase inhibitors, primary screen, biochemical, DTNB colorimetric, single point; UDP-N-acetylbacillosamine N-acetyltransferase PglD (Campylobacter jejuni); purified PglD enzyme, DTNB colorimetric CoA detection; inhibition, % at 12.5 µM; actives 0.098% (n = 360,000); AID 602405, 2012; in the data active means inhibition above about 16%, passing the limit was not always enough; inconclusive means no clear call, values can overlap the other calls; further: strong numbers were not always called active
RAD54 inh: inhibitors of human RAD54 branch migration, primary screen, biochemical, fluorescence, single point. DNA repair and recombination protein RAD54-like (Homo sapiens), Q92698. RAD54 Holliday junction branch migration, FAM/BHQ fluorescence. inhibition, % at 10.4 µM. actives 0.14% (n = 360,000). AID 602329, 2012;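 active means mean normalized replicate activity at least 40 and at least half of replicates scoring 40 or more; inconclusive means only one of the two criteria met; inactive means mean below 40 and under half of replicates reaching 40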;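 further: 0% = median of neutral control wells and 100% = median of positive control wells; inhibitors cause a drop in the FAM fluorescence signal; in these data hits start at about 50%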
Target sequence (Q92698 whole entry, looked up): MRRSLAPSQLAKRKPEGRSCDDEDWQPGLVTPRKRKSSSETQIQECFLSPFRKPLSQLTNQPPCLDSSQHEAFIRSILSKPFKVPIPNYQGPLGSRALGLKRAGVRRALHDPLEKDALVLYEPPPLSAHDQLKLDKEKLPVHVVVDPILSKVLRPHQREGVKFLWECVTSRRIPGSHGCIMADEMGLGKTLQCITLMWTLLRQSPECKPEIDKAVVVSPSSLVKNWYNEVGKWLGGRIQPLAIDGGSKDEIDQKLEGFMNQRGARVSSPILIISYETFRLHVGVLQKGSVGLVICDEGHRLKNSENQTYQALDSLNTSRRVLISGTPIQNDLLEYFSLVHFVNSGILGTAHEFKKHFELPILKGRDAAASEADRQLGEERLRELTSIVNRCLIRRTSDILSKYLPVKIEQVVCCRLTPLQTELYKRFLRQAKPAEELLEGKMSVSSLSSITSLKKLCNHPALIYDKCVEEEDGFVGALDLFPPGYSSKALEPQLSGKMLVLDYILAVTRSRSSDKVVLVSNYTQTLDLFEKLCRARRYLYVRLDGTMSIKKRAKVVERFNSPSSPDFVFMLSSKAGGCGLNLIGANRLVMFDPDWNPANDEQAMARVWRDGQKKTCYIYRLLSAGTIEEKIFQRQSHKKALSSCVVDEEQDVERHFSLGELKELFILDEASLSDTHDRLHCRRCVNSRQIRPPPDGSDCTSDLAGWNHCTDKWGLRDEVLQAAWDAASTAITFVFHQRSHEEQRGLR
esBAF inh: Bmi1 luciferase reporter increase in mESCs, primary screen, esBAF inhibitor project, mouse ES cells, Bmi1 luciferase knock-in, single point; 24 h; 100% = twice the neutral-well signal; actives 2% (n = 350,000); reporter increase, % at 12.5 µM; in the data active means activation above about 40%; inconclusive means no clear call, values can overlap the other calls;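 further: 0% = median of the plate's neutral control wells and 100% = double that signal; a rise in the Bmi1 reporter signal indicates esBAF inhibition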
ARNT TACC3 PPI: disruptors of ARNT/TACC3 protein interaction, primary screen, biochemical, AlphaScreen, single concentration | Transforming acidic coiled-coil-containing protein 3 (Homo sapiens), Q9Y6A5 | AlphaScreen His-ARNT PAS-B/GST-TACC3 binding, luminescence; TACC3 fragment carries E629A point mutation | inhibition, % at 9.99 µM | actives 0.66% (n = 390,000);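 active means mean inhibition of replicates at least 50% and at least half of replicates each reaching 50%; inconclusive means half or more replicates reach 50% but mean below 50%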;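 further: 0% = complete ARNT plus TACC3 wells and 100% = ARNT alone without TACC3; many hits fall short of the cut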
E-selectin induc: E-selectin induction in HUVECs, primary screen, imaging, HUVEC, immunofluorescence imaging, single point. activation, % at 7.58 µM. AID 686992, 2013. actives 0.37% (n = 260,000). normalized: neutral wells 0, TNF-alpha wells 100;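 active means mean E-selectin-positive cell signal at least 10% of the positive control, reached in at least 60% of replicates, without over 20% cell loss; inconclusive means no rule given, readout overlaps actives, possibly toxicity-flagged; inactive means the rest, including those meeting only one limit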;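 further: in these data hits start at about 27%; measured in HUVEC primary endothelial cells; signal is the percent of cells scored E-selectin positive by PE staining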
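Read-out basis: % PE-positive cells; Test system: HUVEC primary endothelial cells; Technique: immunofluorescence imaging; Dosing: single-point compound dose.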
ERp5 block: inhibitors of ERp5-driven insulin aggregation, primary screen, biochemical, turbidity, absorbance 650 nm, single point; Protein disulfide-isomerase A6 (Homo sapiens), Q15084; actives 0.05% (n = 350,000); AID 651711, 2012; inhibition, % at 9.99 µM; 90 min;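 active means mean replicate inhibition above about 25%, with every replicate also reaching it, limit read from the data, passing the limit was not always enough; inconclusive means only one of those two criteria met; inactive means neither criterion met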
CASP6 VEID inh: human caspase-6 inhibitors, primary screen, biochemical, VEID-R110 fluorescence, single point, set 2; actives 0.53% (n = 350,000); P55212; inhibition, % at 12.5 µM; purified caspase-6, Z-VEID-R110 cleavage fluorescence;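 active means mean inhibition across replicates at least about 35%, with every replicate also reaching that limit, limit read from the data; inconclusive means only one of the two criteria met; inactive means neither criterion met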;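 further: 0% = median of neutral control wells and 100% = no fluorescence left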
Target sequence (P55212 24-179 limits assumed): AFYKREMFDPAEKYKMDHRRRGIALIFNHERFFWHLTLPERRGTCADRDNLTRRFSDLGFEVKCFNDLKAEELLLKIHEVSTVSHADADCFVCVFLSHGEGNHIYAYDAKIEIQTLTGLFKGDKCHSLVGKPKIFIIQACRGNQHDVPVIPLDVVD
Target sequence (P55212 194-293 limits assumed): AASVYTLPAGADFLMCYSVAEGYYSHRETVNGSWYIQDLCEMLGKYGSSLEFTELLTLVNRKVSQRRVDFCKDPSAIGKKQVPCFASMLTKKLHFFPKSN
* = called active by the depositor; ? = inconclusive; . = no result given; & = joins results of further samples.

SMILES	RAD52 inh	PglD inh	RAD54 inh	esBAF inh	ARNT TACC3 PPI	E-selectin induc	ERp5 block	CASP6 VEID inh
CCOC(=O)[C@@H]1[C@H]2COc3cc(OC)ccc3[C@@H]2N2C(=O)N(c3ccc(OC)cc3)C(=O)[C@]12C	-6	6	4	-5	-2	-0.1	-10	5
NC(=O)C1CCN(C(=O)C23CC4CC(CC(C4)C2)C3)CC1	.	-3	1	1	21	.	.	.
O=C(NCc1ccncc1)C(=O)NCC1OCCN1S(=O)(=O)c1ccc(Br)cc1 (centres undefined)	-11	-3	10	.	7	.	-9	0
COC(=O)n1c(=O)oc2cc(S(=O)(=O)N3CCOCC3)ccc21	.	-3	4	2	-4	.	.	.
O=C(CSCc1cc(=O)[nH][nH]1)Nc1ccc(F)cc1	-12	.	.	.	18	.	-3	18
CC(=O)c1cccc(N(C(=O)c2ccco2)C(C(=O)NC2CCCC2)c2cccs2)c1 (centres undefined)	-15	-5	-1	5	1	-0.1	2	-2
O=C(CCc1c[nH]c2ccccc12)OCC(=O)c1ccccc1	-36	-2	10	4	.	.	2	-3
O=[N+]([O-])c1ccc(S(=O)(=O)CC(CN2CCCCC2)N2CCCCC2)cc1 (centres undefined)	-10	.	.	.	0	0.0	-1	-27
COCCNC(=O)Cn1cc(/C=N/NC(=O)c2ccc(Oc3ccc(O)cc3)cc2)c2ccccc21	-5	.	.	4	8	.	-1	1
C[C@H](CO)N1C[C@H](C)[C@@H](CN(C)Cc2ccncc2)Oc2c(NC(=O)CCCCCC(=O)Nc3ccccc3N)cccc2C1=O	22&-25	-3&-5	4&-9	2&7	19&3	-2.6&0.4	0&1	2&-1
COc1ccc(C(=O)NCC(=O)n2nc(C)cc2C)cc1OC	.	-1	-4	-9	-11	.	.	.
Cc1ccc(Cn2c(C(C)Nc3nc(-c4ccc(Cl)c([N+](=O)[O-])c4)cs3)nc3cc(C(F)(F)F)ccc32)cc1 (centres undefined)	-6	-1	4	-2	-2	-0.2	3	.
COc1ccc(S(=O)(=O)N[C@H]2CC[C@H](CC(=O)NCCc3ccncc3)O[C@H]2CO)cc1	-9	4	-3	-4	-10	-1.6	-5	0
Cc1nc2ccc(NS(=O)(=O)c3c(F)cc(F)cc3Br)cc2s1	-8	3	7	-4	-9	0.1	-1	40*
O=C(NC(=S)NC1CCSC1=O)c1cccs1 (centres undefined)	0	.	.	.	-2	0.0	-7	4
C=CCn1c(CC(=O)Nc2ccc(C)cc2C)nnc1SCC(=O)N1CCOCC1	-14	1	3	1	-14	-0.9	0	1
CC1CCN(C(=O)CN(c2cccc(F)c2)S(C)(=O)=O)CC1	-11	.	.	.	-3	-5.3	2	3
NC(=O)C1(N2CCCCC2)CCN(Cc2ccc(Br)cc2)CC1	-14	.	.	.	-4	.	1	-4
O=C(Nc1ncc2c(n1)-c1ccccc1OC2)c1ccc(Cl)cc1Cl	.	6	8	-11	-2	.	.	.
CC(C)n1c(SCC(=O)Nc2ccc3c(c2)OCO3)nc2c1c(=O)n(C)c(=O)n2C	.	1	1	-11	24	.	.	.
CCOC(=O)CSc1nnc(-c2ccc(OC)cc2OC)o1	0	2	3	-9	2	.	3	2
Cc1nc(C#N)c(N/N=C/c2c(F)cccc2Cl)o1	-3	-8	11	30	-3	1.0	-1	3
CSc1ncnc2c1ncn2CCCNCc1cccc2ccccc12	-20	0	-2	-6	.	-1.9	2	0
C[C@H](CO)N1C[C@H](C)[C@@H](CN(C)Cc2ccc3c(c2)OCO3)Oc2ccc(NC(=O)CCCN(C)C)cc2C1=O	-10	.	.	.	.	-2.5	3	1
CCN(CC)CCCNC(=O)CSc1nc(-c2cccs2)cc(C(F)(F)F)n1	-10	-2	-6	-1	-2	-0.2	-3	-6
Next part.
SMILES	RAD52 inh	PglD inh	RAD54 inh	esBAF inh	ARNT TACC3 PPI	E-selectin induc	ERp5 block	CASP6 VEID inh
Cc1ccc(C)c(/C=C2\N=C(c3ccccc3F)OC2=O)c1	-17	-2	-4	-6	0	.	2	-1
O=C(NCC[C@H]1CC[C@H](NS(=O)(=O)c2ccc(F)cc2)[C@@H](CO)O1)c1ccc2c(c1)OCO2	-20&-18	1	2	1	-9	-0.1&1.2	-1&2	-9&0
CCn1c(SCC(=O)Nc2ccc3c(c2)OCCO3)nnc1-c1cccnc1	1	0	9	6	-5	.	-9	1
NC1=NC2=C(CCCC2)C2(CCCCC2)S1	.	4	-2	-60	6	.	.	.
CCOC(=O)CN(C(=O)COC(=O)C1=NNC(=O)CC1)c1ccc(F)cc1	-6	-2	-9	.	-2	-0.1	6	-3
COc1cccc(S(=O)(=O)N[C@H]2CC[C@H](CCn3cc(-c4ccc(F)cc4)nn3)O[C@H]2CO)c1	1	46	-2	7	0	-0.7	-2	-1
CC1CCCCC1NC(=O)CSc1nnc(-c2ccco2)n1C (centres undefined)	2	4	2	-9	-7	-0.5	-9	0
O=c1cc(CS(=O)(=O)c2ccccc2)nc(-c2ccncc2)[nH]1	-5	.	.	.	-8	.	2	2
Cc1ccc(CNC(=O)c2cc3c(=O)n(C)c4ccccc4c3n2C)o1	-19	-4	3	4	0	-0.3	-3	0
CSc1ccccc1OCc1cc(C(=O)N(C)Cc2ccncn2)no1	-16	-4	-5	.	5	-0.3	-1	3
O=C(NCc1cccc(Cl)c1)C1Cc2c(-c3ccccc3)ccnc2O1 (centres undefined)	8	6	-3	3	.	0.1	5	-1
COc1ccccc1CCNC(=O)C1CCC(=O)N(Cc2ccccc2OC)C1 (centres undefined)	-12	0	-6	.	-4	-0.2	-12	0
O=C1C=C(O)c2c(O)cc(O)c(O)c2C1=O	2	2	1	-42	19	.	-2	71*
COc1ccc(C(=O)CSc2nnc(-c3ccco3)n2CC2CCCO2)cc1 (centres undefined)	.	7	-2	-3	-5	.	.	.
O=C(NC1CCCC1)C1CCCN1C(=O)Oc1ccccc1 (centres undefined)	-10	.	.	-3	-4	-1.1	-1	2
CCOc1cc(N2CCOCC2)c(OCC)cc1NC(=O)CN1C(=O)NC2(CCCCC2C)C1=O (centres undefined)	-4	.	.	.	-12	0.1	1	9
CCCc1nc2c(c(=O)c3ccccc3n2C)c(=O)n1-c1cc(C)cc(C)c1	-13	.	.	.	-10	5.8	1	-3
COC(=O)C1=C(C)N(C)C(=NCc2ccc(C(F)(F)F)cc2)NC1c1ccc(Cl)cc1 (centres undefined)	30	.	.	.	.	-0.5	-1	13
CNC(=O)CSc1nnnn1CCCOC	.	1	-15	-3	-3	.	.	.
COc1ccccc1CNC(=O)c1cccc(C)c1[N+](=O)[O-]	-6	6	7	-4	2	-1.9	-2	-4
CC(C)c1cccc(C(C)C)c1NC(=O)COC(=O)C1CCC1	-7	.	.	4	1	0.0	-9	1
CO[C@H]1CC[C@H]2CCN(C)C(=O)[C@H](C)[C@@H](OC)CN(C)C(=O)c3cc(C#N)ccc3OC[C@H]1O2	11	1	5	-4	-2	0.0	3	1
CCOC(=O)c1nc(C)sc1-c1ccnn1S(=O)(=O)c1cccc(Cl)c1	-20	.	.	.	1	1.3	5	6
COc1ccc(CN(C)C[C@H]2OCCCC[C@@H](C)Oc3ccc(NC(=O)CCC(F)(F)F)cc3C(=O)N([C@H](C)CO)C[C@H]2C)cc1	4	-1	-10	-1	-5	0.1	8	1
COC(=O)/C=C1/S/C(=N/N=C/c2ccco2)NC1=O	-57	0	0	.	.	12	-2	1
(cont.)
SMILES	RAD52 inh	PglD inh	RAD54 inh	esBAF inh	ARNT TACC3 PPI	E-selectin induc	ERp5 block	CASP6 VEID inh
COc1ccc(CCCc2nnc(SCc3nc4ccccc4c(=O)[nH]3)n2C)c(C)c1	-13	.	.	.	-4	0.0	-2	2
COc1ccc(C(=O)CN2C(=O)NC3(CCCCC3)C2=O)cc1OC	-4	-3	-1	0	0	1.4	5	3
COc1ccc(OC)c(NC(=O)CCNC(=O)Cn2ccc3ccccc3c2=O)c1	-5	10	1	-1	-1	0.1	-4	0
O=C1Nc2ccccc2S/C1=C/Nc1cccc(Cl)c1	.	3	0	16	-4	.	.	.
CNC[C@@H]1Oc2cc(C#Cc3ccccc3OC)ccc2S(=O)(=O)N([C@@H](C)CO)C[C@H]1C	-35	1	-6	-2	7	-0.2	3	3
O=C(O)c1ccc(N/N=C/C=C/c2ccccc2)cc1	-1	-2	0	37	-3	2.9	4	6
CC12CCC(=O)N1C(C(=O)N1CCN(c3ccc(C(F)(F)F)cc3[N+](=O)[O-])CC1)CS2 (centres undefined)	-18	-10	-10	-2	-3	-1.1	-4	0
C[C@H](CO)N1C[C@H](C)[C@@H](CN(C)S(C)(=O)=O)Oc2cc(C#Cc3ccccc3)ccc2S1(=O)=O	-7	-2	-2	-13	-9	?	6	-7
O=C(Cc1ccccn1)NCC[C@H]1CC[C@H](NC(=O)CN2CCOCC2)[C@H](CO)O1	-22	1	-4	0	2	0.5	1	0
Nc1ccccc1C(=O)NNc1c2ccccc2nc2ccccc12	-2	-12	12	.	-6	0.2	2	0
COCCNC(=O)CN1C(=O)NC2(CCCc3ccccc32)C1=O (centres undefined)	-1	7	0	-5	-5	.	-1	-1
Cn1c(C(=O)c2ccncc2)cc2ccccc21	-11	1	-7	0	.	-0.1	4	-3
O=C(Nc1nccs1)c1cccc(N2C(=O)c3cccc4c([N+](=O)[O-])ccc(c34)C2=O)c1	.	10	2	-16	-14	.	.	.
CC(C)(O)C#Cc1ccc(C(=O)NCc2cccs2)s1	.	4	9	18	-4	.	.	.
CN(CC(=O)NCCCN1CCOCC1)S(=O)(=O)c1cc(Cl)ccc1Cl	3	0	-2	-2	.	-0.1	3	4
Nc1cc2c(cc1[N+](=O)[O-])OCCOCCOCCO2	-4	-1	-8	-1	-4	-2.1	3	7
COC(=O)[C@]1(Cc2ccccc2)N[C@H](CN(C)C(C)=O)[C@@H]2C(=O)N(C)C(=O)[C@@H]21	-8	-1	-19	2	-8	0.2	2	-4
COc1ccccc1NC(=O)N1CC(=O)N2[C@@H](CO)[C@H](c3ccc(C#Cc4ccccc4)cc3)[C@@H]2C1	-8	.	.	.	.	0.3	4	0
C[C@H](CO)N1C[C@H](C)[C@@H](CN(C)S(=O)(=O)c2cn(C)cn2)Oc2c(NC(=O)c3cnccn3)cccc2C1=O	3	1	3	-5	-6	0.0	7	-4
Cc1cc(C(F)(F)F)nn1CC(=O)NNC(=S)Nc1cccc(Cl)c1	.	-3	-1	-7	3	.	.	.
CCC(c1c(C)n(C)n(-c2ccccc2)c1=O)c1c(C)n(C)n(-c2ccccc2)c1=O	.	10	5	-3	-1	.	.	.
C[C@H](CO)N1C[C@H](C)[C@H](CN(C)C(=O)C2CCC2)Oc2cc(C#CC(C)(C)O)ccc2S1(=O)=O	6	1	-3	2	-5	-0.4	-2	-1
O=C(c1cc2nc(-c3ccco3)cc(C(F)(F)F)n2n1)N1CCCCCC1	-68	3	-16	6	-1	.	3	1

Random draw from the library; 3.2% or so of the library scored in one or more.
